# HttQ103 aggreg: mutant huntingtin aggregation inhibition | PC12 HttQ103-GFP aggregates, Acumen cytometry, 40 h | Potency, µM (series often up to 46.1 µM), for the others: at the top dose activity change, negative = inhibition, actives largely listed as inhibitors | 1.1% of 220,000 active | AID 1688; further: potency means the concentration at half of the fitted maximal effect; on the % scale 0 is the no-effect control and ±100 the full control effect; nearly all actives have a fitted effect of over 60% in size
#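 Aggregate formation scored by laser-scanning cytometer (488 excitation, 500–530 emission) in lysed PC12 cells expressing Q103-GFP after 100 nM tebufenozide induction; library tested in dose series, with ATPLite reagent added in the multiplex.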
# CBFb-RUNX1 inh: blocks binding between human CBF-beta and RUNX1; AlphaScreen CBFb-His/RUNX1-biotin binding, biochemical; Potency, µM (top dose mostly 59.8 µM), without a hit: at the top dose activity, negative = inhibition, hits mostly inhibitors; 230,000 tested, under 10 active; AID 1477; further: % of control where 0% means no effect
#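 CBF-beta (His) and RUNX1 (biotin), 30 nM each; 20 min preassociation; + compound, 15 min; + beads 50 ng each (Ni, streptavidin), 90 min; RT; AlphaScreen read.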
# L3MBTL1 inh: blocks human L3MBTL1; Q9Y468; AlphaScreen L3MBTL1–H3K9me1 peptide binding; Potency, µM (top dose mostly 57.1 µM), inactives show at the top dose activity, negative = inhibition, usual class: inhibitors; 0.66% of 230,000 active; further: potency means the concentration at half of the fitted maximal effect; on the % scale 0 is the no-effect control and ±100 the full control effect; nearly all actives have a fitted effect of over 60% in size
# Target sequence (Q9Y468 whole entry, looked up): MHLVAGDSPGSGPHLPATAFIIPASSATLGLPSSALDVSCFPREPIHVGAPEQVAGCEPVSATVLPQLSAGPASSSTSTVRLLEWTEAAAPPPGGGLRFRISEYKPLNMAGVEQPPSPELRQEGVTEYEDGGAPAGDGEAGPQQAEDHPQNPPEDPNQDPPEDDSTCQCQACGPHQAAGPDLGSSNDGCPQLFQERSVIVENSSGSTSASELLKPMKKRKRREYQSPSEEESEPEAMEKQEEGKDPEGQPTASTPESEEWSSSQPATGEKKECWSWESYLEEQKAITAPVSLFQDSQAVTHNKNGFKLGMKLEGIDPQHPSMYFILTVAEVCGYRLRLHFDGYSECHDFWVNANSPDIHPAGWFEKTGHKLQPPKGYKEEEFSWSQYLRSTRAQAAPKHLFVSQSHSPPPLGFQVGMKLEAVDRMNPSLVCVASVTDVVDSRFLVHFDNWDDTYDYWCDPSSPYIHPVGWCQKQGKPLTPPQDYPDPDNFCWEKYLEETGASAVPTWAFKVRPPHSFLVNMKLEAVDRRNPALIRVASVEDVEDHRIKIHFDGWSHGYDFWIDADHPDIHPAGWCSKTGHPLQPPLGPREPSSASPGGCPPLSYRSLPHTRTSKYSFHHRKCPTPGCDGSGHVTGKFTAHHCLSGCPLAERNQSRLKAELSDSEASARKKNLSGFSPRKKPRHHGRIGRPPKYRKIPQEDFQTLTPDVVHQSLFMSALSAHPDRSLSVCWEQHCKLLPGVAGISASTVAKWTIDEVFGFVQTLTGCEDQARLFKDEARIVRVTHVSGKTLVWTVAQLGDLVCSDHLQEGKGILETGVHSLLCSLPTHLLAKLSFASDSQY
#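 AlphaScreen assay: L3MBTL1 (50 nM final) was preincubated 30 min at room temperature with biotinylated H3(1-15)K9me1 peptide (75 nM final), then 30 min with library compounds; streptavidin donor and nickel chelate acceptor beads (10 ug/mL final) added, 30 min dark.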
# KinaseGlo FLuc: Kinase-Glo luciferase inhibition (counter-screen); Q27757; Kinase-Glo luciferase, ATP luminescence, 8 min; Potency, µM (doses to about 38.3 µM), inactives show top-dose activity change, negative = inhibition, actives largely listed as inhibitors; 0.28% of 200,000 active; AID 1379; further: potency means the concentration at half of the fitted maximal effect; on the % scale 0 is the no-effect control and ±100 the full control effect; nearly all actives have a fitted effect of over 60% in size
#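 Substrate mix (final 50 mM imidazole pH 7.2, 50 mM KCl, 7 mM MgCl2, 10 uM ATP, 0.01% Tween 20, 0.05% BSA) plus pin-tool compound, then Kinase-Glo detection mix; 8 min ambient, luminescence read.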
# Epigenetic derep: regulators of epigenetic silencing causing reporter derepression in mouse cells; Potency, µM (top dose mostly 53.9 µM), without a hit: at the highest dose GFP activation, most hits filed as activators; murine LDR cells, GFP reporter derepression, 30 h; 0.2% of 280,000 active; further: potency means the concentration at half of the fitted maximal effect; % of control where 0% means no effect; nearly all actives have a fitted effect of over 60% in size
#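 Readout is the number of GFP-expressing murine LDR cells, counted by cytometry following washing. Cells were treated with compound for 30 h at 37 C; the stably integrated CMV-GFP locus is normally silent.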
# NPSR antagonist: antagonists of human neuropeptide S receptor cAMP signaling. 1% of 220,000 active. Potency, µM (titrated, usually from 38.3 µM), without a hit: top-dose activity change, negative = inhibition, most hits filed as inhibitors. Q6W5P4. CHO-NPSR cells, cAMP TR-FRET, antagonist mode; further: potency means the concentration at half of the fitted maximal effect; on the % scale 0 is the no-effect control and ±100 the full control effect; nearly all actives have a fitted effect of over 50% in size; many of its hits are not listed in these tables
# IMPase Li cell: IMPase inhibition in cells with lithium potentiation; CHO-M1 cells, IP1 TR-FRET (IP-One), carbachol + lithium; 0.35% of 210,000 active; AID 1457; Potency, µM (highest dose often 59.4 µM), for inactives: at the highest dose activity, negative = IMPase inhibition, most hits filed as inhibitors;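 further: IP1 builds up when IMPase is blocked and the TR-FRET signal falls; potency means the concentration at half of the fitted maximal effect; plate controls were basal vehicle for no effect and high inhibitor control for full effect; nearly all actives have a fitted effect of over 50% in size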
#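 Concentration–response in CHO-M1 cells, lithium-potentiated; 30 min at 37C. IP1 detected by competitive TR-FRET after 10 min lysis at RT. Hill-fitted AC50.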
# The depositor's hits bear a star; ? = inconclusive; · = no result given; [ ] = another dose, or the depositor's remark. The call rests on the fitted dose curve; in most records, active means well fitted curve in the direction sought with a large enough effect; inconclusive means small, poorly fitted or top-dose-only effect, or another doubt; inactive means no such curve, though single readings can be large; an effect the other way counts as inactive or inconclusive. An excerpt, so the mix of outcomes need not match the whole.
SMILES,HttQ103 aggreg,CBFb-RUNX1 inh,L3MBTL1 inh,KinaseGlo FLuc,Epigenetic derep,NPSR antagonist,IMPase Li cell
COc1cccc(C(=O)O/N=C2\CCS(=O)(=O)c3sccc32)c1,-7%[9.22 µM],4%,-3%,-4%,-1.3%,5%,-2%
COc1ccc(OCC(=O)N2CCN(C(=O)c3ccccc3)CC2)cc1,-4%,3%,·,0%,-1.0%,-12%[46.1 µM],20%[38.3 µM]
Cc1ccccc1-n1c(SCC(=O)N2CCC(C(=O)O)CC2)nnc1-c1ccncc1,20%,-3%,-1%,2%,?,24%,-10%
COc1cc(NS(=O)(=O)c2ccc(F)cc2)c(C(=O)O)cc1OC,20%,2%,7%,-1%,-0.2%,-8%[46.1 µM],-13%[38.3 µM]
CC(C)N1CC(O)=C(c2nc3ccccc3c(=O)[nH]2)C1=N,10%,4%,·,19%,0.0%,4%[46.1 µM],12%[38.3 µM]
Cc1noc(C)c1S(=O)(=O)N1CCCC(C(=O)NCc2ccccn2)C1 (stereo unspecified),15%,2%,1%,0%,8.6%,4%[46.1 µM],-3%[38.3 µM]
Cn1c(SCc2ccccc2)nnc1-c1ccncc1,5%,-11%,4%,11%,0.0%,6%[46.1 µM],-3%[38.3 µM]
O=c1oc2c(CN3CCOCC3)c(O)c(Cl)cc2c2c1CCC2,3%,8%,-23%,2%,3.5%,-5%[46.1 µM],?
CCCCCC(=O)N1CC2(CC(c3cccc(NC(=O)CC(c4ccccc4)c4ccccc4)c3)=NO2)C[C@@H]1C(N)=O (stereo partly specified),-10%[9.22 µM],2%,·,·,-1.2%,-19%,·
COc1ccc(OC)c(C(=O)COC(=O)c2ccccc2O)c1,0%,18%,25%,-7%,-0.9%,-4%[46.1 µM],12%[38.3 µM]

# Exported bar-delimited: three of the compounds above
Compound | HttQ103 aggreg | CBFb-RUNX1 inh | L3MBTL1 inh | KinaseGlo FLuc | Epigenetic derep | NPSR antagonist | IMPase Li cell
Cc1ccccc1-n1c(SCC(=O)N2CCC(C(=O)O)CC2)nnc1-c1ccncc1 | 20% | -3% | -1% | 2% | ? | 24% | -10%
O=c1oc2c(CN3CCOCC3)c(O)c(Cl)cc2c2c1CCC2 | 3% | 8% | -23% | 2% | 3.5% | -5%[46.1 µM] | ?
CCCCCC(=O)N1CC2(CC(c3cccc(NC(=O)CC(c4ccccc4)c4ccccc4)c3)=NO2)C[C@@H]1C(N)=O (stereo partly specified) | -10%[9.22 µM] | 2% | · | · | -1.2% | -19% | ·

# Carrying on.
SMILES,HttQ103 aggreg,CBFb-RUNX1 inh,L3MBTL1 inh,KinaseGlo FLuc,Epigenetic derep,NPSR antagonist,IMPase Li cell
N=c1c(C(=O)NCc2ccco2)cc2c(=O)n3ccccc3nc2n1Cc1ccc(Cl)cc1,8%,-3%,-9%,-2%,7.1µM*,-10%[46.1 µM],16%[38.3 µM]
CC(C)c1ccc(CNc2cc(N3CCCC3)ccc2[N+](=O)[O-])cc1,-6%,?,-8%,-1%,0.0%,-20%[46.1 µM],-7%[38.3 µM]
O=C(Nc1nc2cc(Cl)ccc2s1)C1CCCN(S(=O)(=O)c2cccc3cccnc23)C1 (stereo unspecified),?,-2%,·,0%,0.7%,-21%[46.1 µM],1%[38.3 µM]
COc1cc(O)c(C(C)=O)cc1OC,?,8%,5%,0%,0.3%,7%[46.1 µM],6%
COC(=O)c1sccc1NC(=O)CC1C(=O)NCCN1C(=O)c1ccc(C)c(C)c1 (stereo unspecified),-9%[9.22 µM],10%,-1%,·,0.0%,-23%,·
CCOc1cc(C(N)=O)cc(Br)c1OCC,-27%[9.22 µM],2%,·,6%,-0.3%,-10%[46.1 µM],12%[38.3 µM]
CN1/C(=C/C=N/n2cnnc2)C(C)(C)c2ccccc21,-11%,-4%,-6%,1%,0.1%,10%[46.1 µM],14%[38.3 µM]
O=C(N/C(=C\c1ccc(Br)cc1)C(=O)N1CCCC1)c1cccs1,-10%,4%,·,0%,-3.5%,-1%,-2%
CCNC(=S)N(Cc1ccco1)Cc1cc2cc3c(cc2[nH]c1=O)OCCO3,27%,-5%,-4%,-1%,0.0%,-18%,-4%
CN(c1ccccc1C(=O)N1CCN(c2cccc(Cl)c2)CC1)S(C)(=O)=O,-20%,1%,5%,-2%,0.0%,-11%[46.1 µM],13%[38.3 µM]
CCOn1c(=O)c(=O)n(OCc2ccccc2)c2ccccc21,11%,6%,4%,-2%,0.0%,-7%[46.1 µM],12%[38.3 µM]
CN(C)c1ncc(C(=O)O)cn1,13%,2%,5%,2%,-2.8%,-16%[46.1 µM],-5%[38.3 µM]
COc1ccc(NC(=O)CSc2nnc(Cc3ccccc3)o2)c(OC)c1,-5%,14%,-3%,-5%,-4.5%,-16%[46.1 µM],-6%[38.3 µM]
Cc1cc2cc(CN(CC3CCCO3)C(=S)NCc3ccco3)c(=O)[nH]c2cc1C (stereo unspecified),-5%,-14%,-7%,6%,-1.1%,-11%,-3%
CCSc1nnc(NC(=O)C2(C)Cc3ccccc3C(=O)O2)s1 (stereo unspecified),-1%,6%,-1%,1%,-3.2%,-16%[46.1 µM],21%[38.3 µM]
Cc1cc(/C=N/NS(=O)(=O)c2ccc(F)c(Cl)c2)no1,9%[9.22 µM],15%,14%,·,1.3%,-12%,·
CCOC(=O)c1[nH]nc(-c2cc(CC)c(O)cc2O)c1-c1cscn1,13%,-5%,-6%,9%,-3.7%,-27%[46.1 µM],32%[activator][38.3 µM]
O=C(O)CNS(=O)(=O)/C=C/c1ccccc1,-14%,9%,·,12%,-1.1%,19%,-6%
N=c1oc2c3c4c(cc2cc1C(=O)Nc1ccccc1)CCCN4CCC3,?,?,41%[activator],-2%,0.28µM*,-24%[46.1 µM],5%[38.3 µM]
CCCC(=O)Nc1cc(OC)c(C(=O)OC)cc1Cl,5%,3%,1%,2%,0.9%,14%,-1%
CC1Cc2ccccc2N1C(=O)CSc1nnc2c(n1)[nH]c1ccccc12 (stereo unspecified),1%[9.22 µM],0%,5%,-2%,-1.2%,-28%[46.1 µM],8%[38.3 µM]
CCN(CC)S(=O)(=O)c1ccc2nc(COC(=O)c3n[nH]c4ccccc34)[nH]c2c1,-6%,-2%,·,3%,4.9%,-2%[46.1 µM],-5%[38.3 µM]
CCOc1ccc(NC(=O)CSc2nnc(C(C)C)n2CC)cc1,-6%,-1%,-5%,2%,-1.0%,4%,0%
O=C(NC1CCN(Cc2ccccc2)CC1)c1cc(-c2ccccn2)nc2ccccc12,2%,-3%,·,2%,-0.7%,-3%[46.1 µM],10%[38.3 µM]
O=C(O)C(O)[C@@](O)(Cc1ccc(O)cc1)C(=O)O (stereo partly specified),·,13%,·,-8%,0.0%,·,8%
Cc1cc(NC(=O)c2cccc(S(=O)(=O)N3CCOCC3)c2)c2ccccc2n1,-25%,12%,4%,6%,0.0%,-6%[46.1 µM],-5%[38.3 µM]
CCC(=O)N1CCN(c2ccc(NC(=O)c3cc4ccccc4o3)cc2Cl)CC1,?,7%,4%,-2%,-1.1%,?,19%
CNC(=O)c1sc(N2N=C3/C(=C/c4ccccc4)CCCC3C2c2ccccc2)nc1C (stereo unspecified),?,14%,17%,-1%,0.0%,?,-22%[38.3 µM]
CC(C)(C)NC(=O)c1cnn(-c2ccccc2)c1NC(=O)c1ccccc1,4%,1%,·,-2%,1.8%,-9%[46.1 µM],4%[38.3 µM]
COC(=O)c1ccc(NC(=O)Cn2nc(C)cc2C)cc1,-10%[9.22 µM],3%,-1%,-2%,2.2%,4%,6%
C=CCn1c(=O)c2ccccc2n2c(SC(C)C(=O)Nc3nc(-c4ccccc4)cs3)nnc12 (stereo unspecified),?,1%,1%,2%,-2.0%,-22%[46.1 µM],8%
O=C(CN(Cc1cccs1)C(=O)c1csnn1)NC1CCCC1,14%,9%,-3%,-2%,-2.0%,0%[46.1 µM],-3%
COc1ccc(Nc2nc(N)nc(CSC(=S)N3CCCCC3C)n2)cc1 (stereo unspecified),9%[9.22 µM],-6%,?,·,-1.1%,-34%,·
O=S(=O)(NCCCc1ccccc1)c1ccccc1,-17%,-2%,·,-2%,-2.3%,4%[46.1 µM],20%[38.3 µM]
CC(C)Cc1nc(C(N)=O)c2[nH]c(=O)n(-c3ccc(F)cc3)c2n1,8%,1%,·,3%,-0.2%,-6%[46.1 µM],3%[38.3 µM]
COc1ccc(Cc2nnc(NS(=O)(=O)c3ccccc3)s2)cc1,8%[9.22 µM],2%,-1%,-5%,-1.2%,26%,-5%
NS(=O)(=O)c1ccc(CCNC(=O)CCCC2=NS(=O)(=O)c3ccccc3N2)cc1,11%,0%,5%,-4%,-1.2%,-6%[46.1 µM],10%[38.3 µM]
COC(=O)c1onc(-c2c(C)cc(C)cc2C)c1C(=O)OC,-4%,7%,9%,1%,-2.3%,-16%[46.1 µM],7%[38.3 µM]
Cc1ccc(CNC(=O)CCn2nc(-c3ccc(Cl)cc3)ccc2=O)cc1,-6%,1%,2%,0%,1.0%,20%[46.1 µM],0%[38.3 µM]
Cc1cc(C(=O)COc2ncnc3sccc23)c(C)n1C,7%,-5%,·,3%,-1.0%,-5%[46.1 µM],21%[38.3 µM]
COc1ccc(-c2cc(C(=O)Nc3c(C)nn(Cc4ccccc4Cl)c3C)no2)cc1,4%,-1%,·,2%,-1.0%,-16%[46.1 µM],-6%[38.3 µM]
CCOC(=O)N1CCN(S(=O)(=O)c2ccc(C)cc2)C1c1ccc(OC)cc1 (stereo unspecified),6%,21%,12%,0%,4.0%,?,40%[activator][38.3 µM]
Cc1ccc(S(=O)(=O)NCc2ccc(C(=O)N3CCN(Cc4ccccc4)CC3)cc2)cc1,-4%[1.84 µM],0%,·,1%,0.7%,-20%[46.1 µM],28%[38.3 µM]
COc1ccc(C(=O)C2CCN(C(=S)NCC3CCCO3)CC2)cc1 (stereo unspecified),-25%,5%,·,-2%,0.0%,20%,7%
Cn1c(SCC(=O)c2ccccc2)nnc1-c1ccco1,-14%,2%,-6%,-4%,0.0%,-6%[46.1 µM],13%
CC1CCN(S(=O)(=O)c2cccc(-c3csc(-c4cccnc4)n3)c2)CC1,9%,4%,·,-2%,-1.0%,-24%[46.1 µM],21%[38.3 µM]
CCOC(=O)c1sc(N)c(C(=O)OCC)c1COC(=O)C1CC(=O)N(Cc2ccco2)C1 (stereo unspecified),?,5%,·,3%,0.0%,-20%[46.1 µM],17%[38.3 µM]
COc1cccc(/C=N/NC(=O)C(=O)N/N=C/c2cccc(OC)c2OC)c1OC,-14%,-19%,0%,-5%,0.0%,8%,2%
C=CCc1ccccc1OCCNCCCOC,7%,1%,9%,-2%,0.9%,7%,10%
CN(C)/C=C1\N=C(c2cccs2)OC1=O,-12%,-1%,1%,13%,0.8%,3%[46.1 µM],-6%[38.3 µM]
CSc1ccc(/C=N/NC(=O)CN2CCN(Cc3ccc(C)cc3)CC2)cc1,?,-9%,2%,·,-0.9%,-23%[46.1 µM],·

# Compound activity from PubChem BioAssay.
